# Vif inh – HIV Vif inhibition. HEK293T cells, Vif self-association by quenched fluorescence, imaging, 24 h. inhibition, % at 7.49 µM. 340,000 compounds, 0.35% hits; in the data active = inhibition above about 50%, passing the limit was not always enough; also: some results filed as inactive read as strong as hits
# NOD2 RIPK2 PPI – NOD2-RIPK2 protein interaction inhibition; CHO BLA complementation NOD2-RIPK2, CCF4 ratio; 360,000 compounds, 0.38% hits; inhibition, % at 4.98 µM; AID 624267; in the data active = inhibition above about 21%;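 also: 0% = vehicle only and 100% = reference blocker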
# LRH-1 inv ag – NR5A2 inverse agonism in reporter assay | HEK293T StAR-luciferase reporter, LRH-1 transfected, 24 h | 360,000 compounds, 0.13% hits | inhibition, % at 3.6 µM | O00482;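 active = inhibition above the mean inhibition of all tested compounds plus 3 SD, cut at about 73% in these data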;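 also: 0% = DMSO wells and 100% = reporter-only cells lacking LRH-1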
# NCOA2 inhibitor – human SRC2 (NCOA2) inhibition; AID 651957; 370,000 compounds, 0.17% hits; HEK293 GAL4-SRC2 luciferase reporter, luminescence; inhibition, % at 9 µM; Q15596;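 active = inhibition above the mean inhibition of all tested compounds plus 3 SD, set per campaign, cut at about 52% in these data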;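 also: 0% = DMSO treated cells and 100% = cells given Gossypol at 36 µM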
# SRC3 inh – inhibits human SRC3 coactivator. AID 588352. Q9Y6Q9. 360,000 compounds, 0.17% hits. HEK293 GAL4-SRC3 luciferase reporter, luminescence. inhibition, % at 3.6 µM;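 active = inhibition above a per-campaign cutoff, the mean of all compounds plus 3 SD, cut at about 60% in these data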;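 also: 0% = DMSO-treated cells and 100% = gossypol-treated cells at 36 µM; higher means less SRC3-driven luciferase light from the GAL4 reporter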
# TRAIL sens C8 – caspase-8 TRAIL sensitization; 360,000 compounds, 1% hits; AID 624354; NB7+C8 cells + TRAIL, ATPlite viability luminescence; inhibition (viability loss, TRAIL sensitization), % at 10 µM;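 active = compounds causing at least 50% loss of cell viability in the single-dose screen, relative to plate controls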
# NR2F2 inh – blocks human COUP-TFII nuclear receptor; HEK293T NGFI-A luciferase reporter, luminescence; inhibition, % at 8.6 µM; 370,000 compounds, 0.7% hits; AID 686940;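 active = inhibition above a per-plate cutoff, mean inhibition of test wells between control levels plus 3 SD, cut at about 38% in these data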;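 also: cells cotransfected with COUP-TFII expression vector driving the NGFI-A reporter; 0% = median of COUP-TF2 test wells and 100% = reporter-only cells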
# TLR9-MyD88 inh – blocks human TLR9 binding to MyD88 | Q9NR96+Q99836 | CHO BLA complementation TLR9-MyD88, CCF4 FRET ratio | inhibition, % at 4.98 µM | 340,000 compounds, 0.21% hits;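 active = inhibition above the mean over all tested compounds plus 3 SD, cut at about 21% in these data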;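 also: 0% = DMSO only wells and 100% = clavulanate BLA inhibitor control wells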
# Target sequence (Q99836 whole entry, looked up): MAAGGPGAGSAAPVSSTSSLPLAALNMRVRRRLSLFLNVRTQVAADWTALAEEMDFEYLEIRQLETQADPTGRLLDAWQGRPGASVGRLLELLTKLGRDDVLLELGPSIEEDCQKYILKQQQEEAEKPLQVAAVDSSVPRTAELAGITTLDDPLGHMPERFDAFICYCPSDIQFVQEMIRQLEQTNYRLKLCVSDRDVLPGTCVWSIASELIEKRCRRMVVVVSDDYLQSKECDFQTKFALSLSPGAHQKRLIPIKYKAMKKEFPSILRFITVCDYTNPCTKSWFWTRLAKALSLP
# Target sequence (Q9NR96 whole entry, looked up): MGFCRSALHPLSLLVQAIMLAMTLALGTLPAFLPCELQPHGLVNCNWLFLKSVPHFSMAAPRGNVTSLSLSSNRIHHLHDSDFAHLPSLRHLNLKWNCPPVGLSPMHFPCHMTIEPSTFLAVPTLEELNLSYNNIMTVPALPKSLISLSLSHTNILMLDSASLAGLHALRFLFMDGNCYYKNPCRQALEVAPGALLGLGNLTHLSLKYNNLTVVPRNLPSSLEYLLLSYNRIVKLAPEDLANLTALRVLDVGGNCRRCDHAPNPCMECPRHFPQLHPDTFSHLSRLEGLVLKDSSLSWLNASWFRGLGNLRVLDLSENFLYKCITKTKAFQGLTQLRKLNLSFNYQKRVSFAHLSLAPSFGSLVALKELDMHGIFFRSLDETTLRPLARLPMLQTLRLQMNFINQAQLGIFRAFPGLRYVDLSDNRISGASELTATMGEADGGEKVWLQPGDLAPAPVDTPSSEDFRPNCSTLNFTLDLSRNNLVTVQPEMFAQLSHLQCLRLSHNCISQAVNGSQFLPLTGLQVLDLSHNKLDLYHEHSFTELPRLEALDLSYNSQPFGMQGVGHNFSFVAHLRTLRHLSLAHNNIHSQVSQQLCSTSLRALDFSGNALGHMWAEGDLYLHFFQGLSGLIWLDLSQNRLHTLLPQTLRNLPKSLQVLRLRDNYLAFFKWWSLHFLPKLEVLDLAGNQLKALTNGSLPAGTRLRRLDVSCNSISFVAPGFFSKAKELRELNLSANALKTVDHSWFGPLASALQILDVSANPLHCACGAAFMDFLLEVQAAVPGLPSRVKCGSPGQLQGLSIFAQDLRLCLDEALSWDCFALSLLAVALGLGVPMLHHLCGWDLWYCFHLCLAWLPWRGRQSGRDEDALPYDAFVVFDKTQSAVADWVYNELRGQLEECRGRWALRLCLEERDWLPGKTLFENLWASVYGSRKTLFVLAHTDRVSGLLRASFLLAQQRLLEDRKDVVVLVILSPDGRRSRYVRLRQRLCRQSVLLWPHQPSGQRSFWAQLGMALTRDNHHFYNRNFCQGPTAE
# EBV LMP1 NFkB – Epstein-Barr LMP1 NF-kappaB reporter inhibition; LMP1-induced NF-kappaB luciferase reporter cells, luminescence; inhibition, % at 12.5 µM; 350,000 compounds, 0.69% hits; in the data active = inhibition above about 41%;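 also: 0% = neutral control wells and 100% = reference inhibitor control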
# SRC1 inh – human NCOA1 inhibition; HEK293 GAL4-SRC1 luciferase reporter, luminescence; inhibition, % at 3.6 µM; 360,000 compounds, 0.12% hits; AID 588354;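 active = inhibition above the campaign mean plus 3 SD, with each screening campaign given its own cutoff, cut at about 60% in these data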;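 also: 0% = DMSO treated cells and 100% = gossypol at 36 µM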
# TROY signal inh – blocks TROY-dependent signaling in reporter cells; Q293 LMP1-TROYcd NF-kB luciferase reporter, 4 h; 360,000 compounds, 0.98% hits; inhibition, % at 10 µM;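 active = compounds whose plate-normalised and pattern-corrected inhibition of the luciferase reporter signal at the single screening dose is 50% or more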
# Active calls of the source: *; / = no result given. The list is partial, so the mix of outcomes need not match the whole.
cpd	molecule	Vif inh	SRC3 inh	NOD2 RIPK2 PPI	TROY signal inh	TRAIL sens C8	LRH-1 inv ag	SRC1 inh	NR2F2 inh	EBV LMP1 NFkB	TLR9-MyD88 inh	NCOA2 inhibitor
1	COc1ccc(-c2cc3nc(C)c(CCC(=O)NC(C)CCc4ccco4)c(C)n3n2)c(OC)c1 (stereo unspecified)	/	-2	-6	2	8	-20	-8	7	3	-8	-25
2	CCOC(=O)c1ccc(CNC(=O)C2CCC(=O)N(Cc3cccc(OC)c3)C2)o1 (stereo unspecified)	-2	-2	0	11	11	4	-11	-1	-12	-7	-12
3	CCOC(=O)c1cc(NC(=O)Nc2ccc(Br)cc2)c(C)nc1C	/	12	-9	-6	-5	-8	-3	-14	-3	-9	-7
4	O=c1cc(CN2CCN(c3ccccc3F)CC2)c2cc(O)c(-c3ccccc3)cc2o1	0	3	8	-2	2	-8	-12	-9	-11	0	2
5	Cc1ccc(-n2c(=O)c3c(n4cnnc24)-c2ccccc2CC32CCCCC2)cc1	-3	2	-6	24	-14	-6	2	-2	-5	-13	22
6	CS(=O)(=O)N(CC(=O)N1CCCC1)c1cc(Cl)ccc1Cl	-3	8	-6	3	0	6	-25	-6	-19	14	22
7	Cc1cc(N2CC(C(=O)Nc3nccs3)CC2=O)ccc1C(C)C (stereo unspecified)	-8	9	-6	0	6	5	-13	1	-5	-3	-14
8	COc1ccc(NC(=O)c2ccccc2-c2ccccc2)c(C)c1	1	11	1	16	21	-9	-6	6	-1	-3	21
9	Clc1cccc(-c2ccnc3nc(-n4cccc4)nn23)c1	-4	9	2	4	28	9	7	-4	-1	-2	-27
10	Cc1ccc(Sc2sc(=O)n(C)c2S(=O)(=O)c2ccc(C)cc2)cc1	-2	14	-17	8	7	12	8	6	-7	-15	14
11	CSCC[C@H](NC(=O)[C@@H]1Cc2ccccc2CN1)C(=O)NC1CCCCC1	-2	5	9	-25	-5	-12	-1	4	-9	2	2
12	O=C1NC[C@H](Cc2ccc(O)cc2)N(C[C@@H]2CCCN2C[C@H](Cc2ccc(O)cc2)N2C[C@H](Cc3ccccc3)N(CCc3ccccc3)C(=O)C2=O)C1=O	/	/	3	-2	-2	-13	/	10	/	/	-9
13	O=C(Nc1cc(Cl)ccc1Oc1ccccc1)C1=COCCO1	7	11	2	6	-6	2	-26	13	1	-10	-35
14	O=C(NCCN1CCNCC1)c1ccccc1O	62*	-18	-5	3	-11	-12	8	-10	/	/	0
15	COc1ccccc1N1CCN(CC(=O)Nc2ccc(Cl)c(C(F)(F)F)c2)CC1	-9	11	2	19	-18	8	9	/	5	-4	/
16	c1ccc(Nc2ccc3c4c(cccc24)CC3)cc1	111*	-15	6	-12	2	-13	-3	-7	-2	5	1
17	Cc1ccc(OCCCCNC(C)c2ccccc2)c(C)c1 (stereo unspecified)	-9	-4	-3	-20	-6	13	5	-2	-3	4	-13
18	COC(=O)c1cc(=O)n(-c2c(Cl)cc(C(F)(F)F)cc2Cl)[nH]1	1	8	-2	6	10	2	3	-23	6	0	-3
19	Cc1nnc(SCc2cc(=O)[nH]c(N3CCN(Cc4ccccc4)CC3)n2)s1	/	-37	-5	-7	-3	-2	-12	-22	4	-5	-39
20	Cc1cc(C)nc(SCC(=O)c2ccc(F)cc2F)n1	-6	3	0	-8	1	-5	-8	-2	11	-6	-4
21	CC(C)(C)c1ccc(S(=O)(=O)N2CCC(NC(=O)c3ccco3)CC2)cc1	-9	1	0	-7	-1	-7	2	13	-13	-3	8
22	COc1cccc(C(=O)NCc2nnc(SCC(=O)Nc3nccs3)n2-c2ccccc2)c1	13	15	-9	-23	0	10	2	8	-2	3	-3
23	O=C(Cc1csc(-c2ccccc2)n1)NCc1cccs1	7	-1	0	-35	-1	-21	-47	-17	-14	12	8
24	CC(c1ccccc1)n1c(-c2ccc(Cl)cc2)n[nH]c1=S (stereo unspecified)	-3	-16	2	3	-14	-7	-2	-3	8	-2	-9
25	O=C(COc1cc2oc(=O)c3c(c2cc1Cl)CCC3)N1C[C@H]2C[C@@H](C1)c1cccc(=O)n1C2	-6	-5	0	-5	16	2	-12	10	-2	4	17
26	COc1ccc(C(=O)CNc2ccccc2C#N)cc1	2	-37	-5	-7	-9	-26	-32	-7	-23	-8	-5
27	COc1cccc(C(=O)C2CCCN(Cc3c(C)n(C)n(-c4ccccc4)c3=O)C2)c1 (stereo unspecified)	-3	6	2	16	-5	8	-36	-8	0	9	19
28	COc1cccc(NC(=O)Nc2ccc(C)c(Cl)c2)c1	-6	-68	4	-81	17	-125	-99	-42	-14	-7	-3
29	O=C(CN1CCOc2ccccc21)N1CCN(c2cccc(Cl)c2)CC1	-1	-4	4	-11	-20	-15	-22	-2	-15	5	-22
30	O=C(Nc1c(C(=O)Nc2cccc(F)c2)oc2ccccc12)c1ccc2c(c1)OCO2	/	-14	-12	-26	6	4	4	3	-31	1	1
31	OCCC1CN(Cc2cccs2)CCN1Cc1ccccc1 (stereo unspecified)	6	11	-2	-1	2	1	10	-3	-6	0	9
32	COc1ccc(/C=C/C(=O)OCC(=O)NC2CCCCCC2)cc1	/	17	3	14	8	-4	4	8	-7	4	-10
33	CN(C)c1oc(-c2ccccc2Cl)nc1S(=O)(=O)c1ccccc1	/	2	-11	-18	1	1	7	-3	-2	9	-5
34	Cn1cc(-c2ccc(C(=O)NCc3cccc(Cl)c3)c3occc23)cn1	1	-47	-2	-38	6	-40	-3	-23	/	/	-20
35	COc1ccc(CCNC(=O)COC(=O)Cc2c[nH]c3ccccc23)cc1OC	2	-4	1	5	-25	19	-1	-8	0	-4	-9
36	CC(SCC(=O)O)c1nc2ccccc2[nH]1 (stereo unspecified)	8	7	-12	-1	-10	0	11	-10	-3	-3	12
37	CCC(C)[C@H](NC(=O)OC(C)(C)C)c1nnc(SCc2c(C)[nH]c(=O)[nH]c2=O)o1 (stereo partly specified)	2	-30	9	-3	-11	8	-2	10	5	-6	-24
38	O=C(COC(=O)Cc1ccsc1)Nc1ccc(Br)cc1F	-1	3	-1	-17	0	-10	-4	-8	-11	0	-17
39	COc1ccc(NC(=O)Cc2nnc(SCC(=O)Nc3cc(C)ccc3OC)n2C)cc1	7	-17	1	-4	-3	-4	-5	25	-8	-1	9
40	C[C@H](CO)N1C[C@H](C)[C@H](CN(C)Cc2ccccc2)Oc2ncc(Br)cc2C1=O	4	2	-2	-5	8	11	-5	-16	-29	2	21
41	CCc1ccc(Oc2cc(Cl)nc(N)n2)cc1	14	-71	10	-29	-5	-69	-39	1	-10	0	-27
42	N#Cc1ccccc1NC(=O)COC(=O)CCc1ccccc1	19	-2	4	-2	-11	-6	2	-12	2	-6	-9
43	Cc1ccc(C(O)c2ccc(-n3ccnc3)cc2)cc1 (stereo unspecified)	-12	-5	-7	17	1	5	6	3	-6	-3	5
44	CCOC(=O)Nc1ccc(S(=O)(=O)Nc2nccc(C)n2)cc1	12	1	-9	-8	-5	1	-19	-14	-7	-3	7
45	CCn1c(SCC(=O)Nc2ccc(C(C)=O)cc2)nc2nc3c(cc2c1=O)CCCC3	-4	-28	-13	-19	18	-27	-21	-35	3	-11	-6
46	O=P(c1cccs1)(c1cccs1)c1cccs1	1	-9	3	-11	2	-2	4	-4	11	-5	-19
47	Cc1cccc(N(C(=O)Nc2ccc(Cl)cc2)C2=NCC(C)S2)n1 (stereo unspecified)	-4	-35	0	-26	-2	-14	-29	-1	-10	7	-12
48	Cc1cccc(C(=O)NCC(=O)OCCOc2ccccc2Cl)c1	8	5	-4	-27	-3	-3	-70	-5	-5	6	-9
49	NC(=O)c1ccccc1NC(=O)CN1CCCCCC1	-3	0	2	-20	-4	-1	-4	-14	-2	-1	6
50	CCOC(=O)/C(=N\Nc1ccc(C(C)=O)cc1)c1csc(Nc2ccccc2)n1	8	-9	-7	-42	41	20	-9	-15	-14	8	-9
51	COc1ccccc1-n1c(COc2ccccc2-c2ccccc2)nnc1SCC(=O)c1c(N)n(C)c(=O)n(C)c1=O	-2	13	-1	-8	5	-1	9	2	6	5	-33
52	CCOC(=O)c1cc2sc(C)cc2n1CC(=O)Nc1ccc2c(c1)OCCO2	11	11	-4	-42	-8	7	-20	3	-11	5	-2
53	COc1ccc(CCNc2nc(C)nc3c2nnn3Cc2ccccc2)cc1OC	-4	-9	-8	42	4	17	-18	-6	0	2	-8
54	O=C(CCn1c2c(c3ccccc31)CCCC2)NNC(=O)c1ccccc1Cl	-4	-51	2	38	-1	-24	0	-3	1	-2	16
55	CN(C)C(=O)Nc1ccccc1CC[N+](=O)[O-]	4	14	-6	8	0	28	-9	19	0	-2	0
56	NS(=O)(=O)c1ccc(N/N=C/c2ccccc2Br)cc1	6	5	-11	-38	-4	-3	-10	-3	-11	3	5
57	Cc1cc(/C=C(\C#N)C(=O)OCC(=O)NC(=O)NC(C)(C)C)c(C)n1CCC(C)C	-2	13	-5	-4	-2	-33	1	7	-4	-3	-5
58	O=C(Nc1ccc(F)cc1)C(c1cc2ccccc2o1)N1CCN(c2ccncc2)CC1 (stereo unspecified)	/	/	14	/	-2	35	/	4	/	/	6
59	COc1ccc(/C=C2\C(=O)OCc3cc(OC)c(OC)cc32)cc1OC	6	2	0	-21	6	13	-16	-22	1	1	-35
60	COC(=O)c1ccccc1NC(=O)c1c(Br)cnn1C	-4	8	-7	-12	-17	7	3	13	9	-9	-21

# The list goes on:
cpd	molecule	Vif inh	SRC3 inh	NOD2 RIPK2 PPI	TROY signal inh	TRAIL sens C8	LRH-1 inv ag	SRC1 inh	NR2F2 inh	EBV LMP1 NFkB	TLR9-MyD88 inh	NCOA2 inhibitor
61	COC(=O)c1ccccc1NC(=S)N1CCN(c2ccc(OC)cc2)CC1	-7	-2	4	-1	-6	-5	16	-7	-2	2	21
62	CCSc1nsc(SCC)c1C(N)=O	9	6	-4	-5	-3	-6	10	11	2	4	-23
63	O=C(CNS(=O)(=O)c1ccc(Br)s1)N1CCN(c2ncccn2)CC1	-6	12	-7	5	-13	4	-1	9	7	-7	-34
64	Cc1sc2nc(COC(=O)c3cccc(S(=O)(=O)N(C)c4ccccc4)c3)[nH]c(=O)c2c1C	-7	-15	7	15	4	10	6	9	10	-4	16
65	Cc1nnc(NC(=O)c2cc3ccccc3o2)s1	10	-31	-4	-18	42	-57	-63	4	0	-1	-32
66	O=C(Cn1nnc(-c2ccc(Cl)cc2)n1)NC(=O)NC1CCCC1	5	-4	-5	-5	0	-10	-1	-2	-6	-2	13
67	CN(CC(=O)Nc1ccc(Cl)c(C(F)(F)F)c1)C(=O)c1cccc(N2C(=O)CCC2=O)c1	-1	-24	-3	20	-10	-8	-16	2	6	4	5
68	COc1ccc(CN2CCN(Cc3ccco3)CC2)c(OC)c1	13	-9	2	-21	-9	-3	-8	-1	-3	-6	5
69	COC(=O)COc1cccc2c(=O)n(CC(=O)N3CCCc4ccccc43)ccc12	-5	-39	-5	6	2	14	15	-5	-4	-4	5
70	Cc1ccc(S(=O)(=O)NCCC(=O)N2CCCCCC2)cc1	-11	-4	-12	-12	-8	2	0	-13	2	5	3
71	CCCCn1c(N)c(N(CC(C)C)C(=O)CSc2ccc3c(c2)OCCO3)c(=O)[nH]c1=O	7	7	2	4	-7	-4	-7	2	3	-12	13
